MBNL1-CUG inh: MBNL1-poly(CUG) RNA binding inhibition. TR-FRET MBNL1-His/biotin-(CUG)12 binding, 665/545 ratio. Potency, µM (series often up to 57.5 µM), for inactives: at the highest dose activity change, negative = inhibition, most hits filed as inhibitors. actives 0.036% (n = 280,000); active = well fitted inhibition curve with a large enough effect in the signal ratio, with a control signal flat, not every such curve was filed as active; inconclusive = small, poorly fitted or top-dose-only effect, or effect the other way, or a change in a side signal; inactive = no such curve, though single readings can be large or run the other way; the % refers to the signal ratio; also: potency is read from the fitted curve at half-maximal effect; % is scaled to controls: 0 for no effect and ±100 for the full control effect
Target sequence (Q9NR56 whole entry, looked up): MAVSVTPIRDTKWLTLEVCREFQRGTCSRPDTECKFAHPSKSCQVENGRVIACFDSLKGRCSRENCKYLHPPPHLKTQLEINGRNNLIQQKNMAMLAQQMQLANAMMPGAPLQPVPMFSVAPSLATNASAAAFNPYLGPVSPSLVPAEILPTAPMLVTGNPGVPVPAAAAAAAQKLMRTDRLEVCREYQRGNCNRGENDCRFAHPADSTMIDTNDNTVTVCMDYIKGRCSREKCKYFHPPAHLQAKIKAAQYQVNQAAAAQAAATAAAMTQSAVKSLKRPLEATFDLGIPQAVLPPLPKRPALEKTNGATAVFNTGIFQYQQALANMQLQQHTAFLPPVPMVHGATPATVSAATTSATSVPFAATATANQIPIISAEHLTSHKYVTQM
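Compound titration spanned 92 nM–58 uM against the MBNL1-His/biotin-(CUG)12 complex. After 60 min at room temperature with 5 nM streptavidin-XL665 and 0.055 ng/ul terbium anti-His, ratiometric 665/545 nm emission (Ex 340 nm) normalized to controls.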
ELG1 repair inh: ELG1-dependent DNA repair inhibition; Potency, µM (top dose mostly 46.1 µM), without a hit: at the highest dose activity change, negative = inhibition, hits mostly inhibitors; HEK293T ELG1-luciferase reporter, luminescence, 16 h; DNA damage induced by 5-fluorouridine; actives 2.3% (n = 330,000); also: potency is read from the fitted curve at half-maximal effect; % is scaled to controls: 0 for no effect and ±100 for the full control effect; nearly all actives have a fitted effect of over 55% in size
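Step one: seed 2,000 cells per well. Step two: pin-transfer compound or DMSO alongside 5-fluorouridine. Step three: incubate 16 hr, 37 °C, 5% CO2. Step four: add ONE-Glo, wait 30 min, read luminescence.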
PKM2 act: PKM2 (human) enzyme activation. P14618. purified PKM2, Kinase-Glo ATP luminescence, activation; response scale: 0% is enzyme alone, no compound. Potency, µM (titrated, usually from 57.5 µM), for the others: at the highest dose activation, usual class: activators. actives 0.34% (n = 260,000). AID 1631; also: potency is read from the fitted curve at half-maximal effect; % is scaled to controls: 0 for no effect and ±100 for the full control effect; nearly all actives have a fitted effect of over 55% in size
Target sequence (P14618 whole entry, looked up): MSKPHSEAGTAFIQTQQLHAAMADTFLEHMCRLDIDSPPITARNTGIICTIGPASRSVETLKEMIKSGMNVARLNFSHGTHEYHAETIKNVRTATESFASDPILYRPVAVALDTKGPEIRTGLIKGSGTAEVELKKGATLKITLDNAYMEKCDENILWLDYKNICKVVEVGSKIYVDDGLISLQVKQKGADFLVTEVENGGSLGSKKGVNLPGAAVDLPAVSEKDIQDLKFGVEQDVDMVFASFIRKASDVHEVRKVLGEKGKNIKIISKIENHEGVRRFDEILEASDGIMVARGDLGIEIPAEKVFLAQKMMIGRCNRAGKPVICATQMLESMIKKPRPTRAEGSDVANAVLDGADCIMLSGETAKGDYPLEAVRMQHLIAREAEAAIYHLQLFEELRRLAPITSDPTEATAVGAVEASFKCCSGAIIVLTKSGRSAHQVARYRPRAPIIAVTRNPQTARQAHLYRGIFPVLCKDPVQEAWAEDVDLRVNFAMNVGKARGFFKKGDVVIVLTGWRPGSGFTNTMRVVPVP
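Purified hPK-M2 (>95%) run at intermediate activity with 0.1 mM ADP and 0.5 mM PEP in 50 mM imidazole pH 7.2, KCl, MgCl2; 1 h room temperature. ATP formed read by Kinase-Glo luminescence; normalized to uninhibited and no-enzyme controls.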
Menin-MLL TR inh: displaces Texas Red mutant MLL peptide from human menin; O00255; Menin + Texas Red MLL mutant peptide, fluorescence polarization; Potency, µM (series often up to 61.6 µM), for the others: top-dose FP activity change, negative = inhibition, usual class: inhibitors; actives 0.23% (n = 270,000); AID 1768; active = well fitted inhibition curve with a large enough effect in the polarisation, with a control signal flat, not every such curve was filed as active; inconclusive = small, poorly fitted or top-dose-only effect, or effect the other way, or a change in a side signal; inactive = no such curve, though single readings can be large or run the other way; the % refers to the polarisation; also: potency is read from the fitted curve at half-maximal effect; % of control where 0% means no effect; many of its hits are not listed in these tables
Gal4-VP16 FLuc: Gal4-VP16 reporter inhibition counter-screen | Drosophila S2 Gal4-VP16 UAS-luciferase, luminescence, 20 h | Potency, µM (titrated, usually from 53.6 µM), for the others: at the top dose activity, negative = inhibition, actives largely listed as inhibitors | actives 3.5% (n = 310,000);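 also: Gal4-VP16 expression switched on by copper sulfate through the metallothionein promoter; potency is read from the fitted curve at half-maximal effect; % is scaled to controls: 0 for no effect and ±100 for the full control effect; nearly all actives have a fitted effect of over 50% in size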
Rab9 promoter act: activators of Rab9 promoter; Huh7 Rab9 promoter-luciferase reporter, luminescence, 24 h; Potency, µM (top dose mostly 9.22 µM), for inactives: at the top dose activation, negative = inhibition, actives largely listed as activators; actives 2.8% (n = 320,000); also: potency is read from the fitted curve at half-maximal effect; % of control where 0% means no effect; nearly all actives have a fitted effect of over 60% in size
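Steps: seed 1500 Huh7 Rab9-luc cells per well, rest 2 h at 37 °C; add compound in DMSO; incubate 24 h; add luciferase reagent, 10 min ambient; read luminescence.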
NPC1 promoter act: activators of NPC1 promoter | Huh7 NPC1 promoter luciferase reporter, 24 h | Potency, µM (series often up to 9.22 µM), for the others: at the top dose activation, usual class: activators | actives 2.4% (n = 320,000) | AID 485313;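 also: potency is read from the fitted curve at half-maximal effect; % of control where 0% means no effect; nearly all actives have a fitted effect of over 60% in size; reporter is driven by a mutant NPC1 promoter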
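Stable NPC1-promoter luciferase Huh7 line; cpd (DMSO) 24 h, 37 °C, 5% CO2; Amplite luciferase reagent 10 min RT; luminescence readout. qHTS format.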
RORgamma inh: blocks mouse ROR gamma transcriptional activity. Potency, µM (highest dose often 53.6 µM), without a hit: at the top dose activity change, negative = inhibition, hits mostly inhibitors. AID 2551. actives 5.4% (n = 310,000). Drosophila S2 Gal4-RORgamma UAS-luciferase reporter, 20 h. P51450; also: potency is read from the fitted curve at half-maximal effect; % is scaled to controls: 0 for no effect and ±100 for the full control effect; nearly all actives have a fitted effect of over 60% in size
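Using a luciferase readout, inhibitors were identified by reduced reporter activity in Drosophila cells coexpressing a copper-inducible Gal4–ROR gamma fusion and UAS-driven Photinus luciferase, incubated 20 hr after 700 uM copper sulfate.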
KCNH2 3.1 inh: KCNH2 3.1 (human) potassium channel inhibition; activity change, % (tested at about 1.8 µM); actives 0.95% (n = 340,000); U2OS KCNH2 3.1, thallium flux FluxOr; active compounds read low;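 active = maximum activity change below -70%; inconclusive = maximum activity change from -70% to -50%; inactive = maximum activity change above -50%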;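 also: thallium influx rate constant from kinetic fluorescence after stimulation buffer; % is scaled to controls: 0 for no effect and ±100 for the full control effect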
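Thallium flux via FluxOr fluorescence (Red40 quencher, 45 min loading) in U2OS cells virally expressing the KCNH2 3.1 isoform (1.77 x 10^8 /mL virus, overnight at 37 C). Rate constants from 2-min kinetic reads post-stimulation, normalised to positive and negative controls.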
Mito fusion act: blocks mitochondrial division or promotes mitochondrial fusion; AID 485298; S. cerevisiae fusion-defective mutant growth rescue, CellTiterGlo 48 h; Potency, µM (top dose mostly 46.1 µM), without a hit: top-dose growth rescue (activation), hits mostly activators; actives 0.23% (n = 320,000);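 also: potency is read from the fitted curve at half-maximal effect; % of control where 0% means no effect; nearly all actives have a fitted effect of over 45% in size; temperature-sensitive fusion mutants such as fzo1-1 at 37 °C on non-fermentable ethanol glycerol medium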
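Luminescent cell viability in 1536-well qHTS format served as the measure of rescued growth in ts fusion-mutant S. cerevisiae cultured on non-fermentable YPEG for 48 hours at 37C.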
FLuc modulator: firefly luciferase modulation, counter-screen for miR-21 project | actives 6.9% (n = 360,000) | Potency, µM (highest dose often 57.5 µM), for the others: at the top dose activity change, negative = inhibition, actives largely listed as inhibitors | purified FLuc, Km substrates, luminescence inhibition;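 also: potency is read from the fitted curve at half-maximal effect; plate controls were vehicle for no effect and reference inhibitor for full effect; nearly all actives have a fitted effect of over 55% in size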
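Purified P. pyralis luciferase (10nM final) with 10uM D-luciferin and 10uM ATP (Km levels) in 50mM Tris acetate pH 7.5, 10mM Mg acetate, 0.01% Tween-20, 0.05% BSA; qHTS 6-point titration, ~60 µM downward; luminescence read.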
Starred values were filed as active, the others as inactive; ? = inconclusive; nt = not tested or not shown; & = joins results of further samples; [ ] = remark or other dose. Unless noted, calls follow the shape of the dose curve; as a rule, active = well fitted curve in the direction sought with a large enough effect; inconclusive = small, poorly fitted or top-dose-only effect, or another doubt; inactive = no such curve, though single readings can be large; an effect the other way counts as inactive or inconclusive. A portion of the library; count on the stated rates, not on these rows.

structure	NPC1 promoter act	RORgamma inh	Gal4-VP16 FLuc	PKM2 act	MBNL1-CUG inh	FLuc modulator	KCNH2 3.1 inh	ELG1 repair inh	Mito fusion act	Rab9 promoter act	Menin-MLL TR inh
Oc1c(Br)cc(Br)cc1CNn1cnnc1	-6%	10%	28%	4%	-3%	1%	-8	-1%	-2%	-13%	4%
COC(=O)c1ccc(CSc2nc3ccccc3o2)cc1	1.6µM*	-16%	?	-11%	7%	1.1µM*	2	?	7%	0.89µM*	-13%
COc1ccc(NC(=O)C(c2ccccc2)N2CCN(c3ccccn3)CC2)cc1Cl (centres undefined)	-1%	31%	-2%	0%	nt	-8%	-109*	?	-7%	7%	10%
O=C(C[N+]1(CC#Cc2ccccc2)CCOCC1)c1ccc(Cl)cc1	-12%	24%	28%	4%	-12%	0%	-3	-16%	-2%	-2%	0%
CCn1ccc(=N)cc1	-2%	5%	16µM*	-3%	-10%	3%	11	5%	3%	0%	-8%
NC(=S)NNC(=O)Nc1ccc(Cl)c(Cl)c1	-2%	?	14%	7%	nt	-6%	3	-14%	2%	-9%	-1%
Cc1ccc(-n2c(C)cc(C3=NNC(=NC4CC4)SC3)c2C)cc1C	1.6µM*	31%	-26%	0%	5%	1.3µM*	-7	?	12%	0.56µM*	-11%
COCCOC(=O)c1c(C)nc(SCC(=O)Nc2cccc3ccccc23)c(C#N)c1-c1ccco1	0%	3%	0%	-5%	10%	7%	4	13µM*	6%	2%	10%
O=C(OCC#CCSc1nnc(-c2ccncc2)o1)c1sc2ccccc2c1Cl	12%	?	3%	-10%	5%	-12%	4	10%	-3%	0%	-10%
O=C(O)c1ccc(-c2nc(-c3ccc(Cl)c(Cl)c3)cs2)cc1	3.2µM*	44%	-14%	-1%	50%[activator]	13µM*	-12	?	-5%	?	?
COc1ccc2c(C)c(C)c(=O)oc2c1OC	-10%	30%	8%	4%	9%	-1%	5	3%	1%	-6%	-2%
COc1ccccc1NC(=O)c1c(C)nn(-c2ccccc2)c1Cl	13%	?	-7%	3%	2%	?	1	?	-5%	8%	9%
O=C(NCC1CCCO1)c1cccc(Oc2ccccc2)c1 (centres undefined)	21%	44%	0%	-9%	1%	17µM*	5	?	1%	?	nt
Clc1nc(NCCN2CCOCC2)nc(NCc2ccccc2)n1	-6%	14%	8%	-15%	-6%	-3%	10	-5%	-4%	-3%	3%
COc1cc(CNC(=O)c2cc(C(=O)NCc3cc(OC)cc(OC)c3)n(C)n2)cc(OC)c1	-2%	nt	nt	nt	nt	1%	-11	21µM*	-3%	-2%	nt
COC(=O)[C@@H](NC(=O)O[C@H]1C(=O)c2ccc(OC)cc2O[C@@H]1c1ccc2c(c1)OCO2)C(C)C	1%	6%&22%	1%&5%	1%	-17%	?	nt	?	14%	-4%	-27%&16%
CCNC(=O)C(=O)Nc1cc2c3c(c1)CCC(=O)N3CCC2	-1%	-34%	-5%	nt	1%	1%	18	?	-23%	-2%	1%
CCOC(=O)C1CCN(C(=O)Nc2ccc(Cl)cc2)CC1	2%	?	-6%	-5%	2%	?	1	2%	1%	11%	2%
CC1=C([N+](=O)[O-])C(c2cccc(Br)c2)C2=C(N1)c1ccccc1C2=O (centres undefined)	-10%	3%	?	12%	12%	-11%	-4	-2%	21%	-22%	?
CC(=O)C1=C(O)C(=O)N(CCCO)C1c1ccccc1 (centres undefined)	9%	-13%	-3%	-2%	-1%	6%	-15	18%	20%	-4%	nt
COc1ccc(CCN2C(=NC(C)=O)SC3CS(=O)(=O)CC32)cc1OC (centres undefined)	0%	-14%	5%	1%	4%	6%	-3	4%	0%	1%	nt
COc1cccc(C2c3[nH]c4ccccc4c3C[C@H]3C(=O)N(CCCOC(C)C)CC(=O)N23)c1 (some centres undefined)	3%	27%	11%	nt	-13%	-1%	-156*	-3%	-2%	4%	18%
O=C(NCCN1CCN(Cc2ccccc2)CC1)C1c2ccccc2C(=O)N2CCc3ccccc3C12 (centres undefined)	0%	14%	-1%	2%	-6%	-2%	-5	1%	-1%	-6%	?
O=C1C2CCCN2C(=O)N1CCCCN1CCN(c2ccccc2)CC1 (centres undefined)	-4%	8%	-22%	-2%	7%	0%	14	2%	-1%	-2%	-5%
CCOc1cccc2cc(C(=O)NCc3ccc(F)cc3)c(=N)oc12	-3%	-4%	-7%	11%	2%	15µM*	0	0%	-3%	-2%	?
CCCc1cc(C(=O)NCC(C)C)no1	18%	-7%	?	-6%	-10%	?	-21	?	6%	?	-5%[11.7 µM]
Cc1cccc(NC(=O)c2ccc(CN3CCc4ccccc4C3)cc2)c1C	-12%	-1%	-11%	-1%	-1%	2%	nt	?	6%	-7%	-12%
O=C1CCC(Cc2ccccc2)N1 (centres undefined)	-3%	-7%	6%	12%	-1%	-3%	21	-11%	-4%	-5%[1.84 µM]	-17%
CC1CCCCN1C(=O)c1ccc(C(=O)N2CCCCC2C)cc1 (centres undefined)	2%	-13%	3%	-6%	-3%	-1%	-1	1%	2%	3%	-10%
CC1CCCN(CCSc2ccc(Cl)cc2)C1 (centres undefined)	-3%	-10%	0%	1%	-11%	0%	-7	1%	-5%	1%	1%
CC(=O)c1ccc(NS(=O)(=O)c2ccc(C)cc2)cc1	1%	21%	-9%	-3%	-3%	1%	1	23%	6%	-1%	7%
COc1ccc(C(=O)C[n+]2ccc(-c3nnc4n3CCC4)cc2)cc1	0%	-1%	-1%	1%	?	0%	1	11%	1%	-3%	-13%
Cc1ccccc1C(C(=O)NC1CCCCC1)N(C(=O)CNC(=O)c1ccco1)c1cccnc1 (centres undefined)	-1%	1%	-2%	-1%	-1%	8%	-7	11%	-1%	1%	-16%
COc1ccc(OC)c(S(=O)(=O)N2CCN(C34CC5CC(CC(C5)C3)C4)CC2)c1	-2%	3%	-3%	0%	-2%	6%	32	-4%	1%	0%	nt
COc1cccc(NC(=O)c2cccc(C(=O)Nc3cccc(OC)c3)n2)c1	-4%	11%	-12%	-14%	-2%	?	-15	?	0%	-2%	nt
COc1cccc(/C=N/Nc2ccccc2C(=O)O)c1O	0.56µM*	?	-25%	nt	8%	1.3µM*	-25	?	10%	0.4µM*	?
COc1ccc(S(=O)(=O)N2CCCCCC2)cc1C(=O)Nc1cc(C)ccn1	-9%	nt	nt	nt	nt	-15%	-9	?	18%	-3%	nt
CCOc1ccc(CNCCCSc2ncccn2)cc1	0%	-15%	-1%	-2%[11.5 µM]	1%	0%	-2	?	-3%	-1%	-16%
CC(C)[C@H](NC(=O)c1ccco1)C(=O)OCC(=O)Nc1cccc(F)c1	-7%	42%	-2%	4%	-3%	0%	27	-1%	2%	-5%	5%
COc1ccc(C(NC(C)=O)c2ccc3cccnc3c2O)c(OC)c1 (centres undefined)	-33%[inhibitor]	?	4.5µM*	1%	20%	5%	-30	?	3%	-34%[inhibitor]	-5%
Cc1cc(NS(=O)(=O)c2ccc(NC(=O)CCCC(=O)O)cc2)nc(C)n1	0%	-4%	1%	0%	-1%	6%	19	-1%	-3%	2%	-4%
COCCN(C(=O)CNC(=O)c1cccs1)C(C(=O)NC1CCCCC1)c1ccco1 (centres undefined)	1%	2%	-8%	-2%	1%	3%	9	0%	4%	7%	4%
CC(C)CCNC(=O)CNC(=O)c1cccs1	5%	16%	15%	-10%	-14%	4%	21	27%	-1%	17%	-4%
CCCC1(C(=O)O)NC(c2ccccc2O)C2C(=O)N(c3cccc(Cl)c3)C(=O)C21 (centres undefined)	0%	-17%	-11%	1%	-7%	1%	-2	0%	1%	-10%	9%
COc1ccccc1CN(Cc1cc2c(C)ccc(C)c2[nH]c1=O)Cc1nnnn1Cc1ccco1	0%	5%[0.365 µM]	nt	?	9%	3%	-9	18µM*	9%	-1%	-9%
O=C(OCc1nc2scc(-c3ccccc3)c2c(=O)[nH]1)c1cc(Cl)ccc1[N+](=O)[O-]	0%	11µM*	?	9%	14%	5%	18	-13%	23%	-13%	9%
S=C(NCCc1ccccc1)N1CCN(Cc2ccc(Cl)c(Cl)c2)CC1	-3%	?	-22%	12%	-4%	1%	0	1%	-3%	0%	9%

Screening data as filed in PubChem BioAssay.
